# JMJD2A Tudor: JMJD2A Tudor domain (human) inhibition; AID 504339; hit rate 4.4% among 390,000; AlphaScreen JMJD2A-Tudor / H3K4me3 peptide binding; Potency, µM (top dose mostly 114 µM), for inactives: at the highest dose activity change, negative = inhibition, most hits filed as inhibitors; also: % is scaled to controls: 0 for no effect and ±100 for the full control effect; nearly all actives have a fitted effect of over 50% in size
# TrxR1 inh: rat TrxR1 inhibition; hit rate 1% among 390,000; O89049; AID 588453; recombinant rTrxR1, NADPH fluorescence consumption, selenite substrate; Potency, µM (highest dose often 114 µM), inactives show top-dose activity change, negative = inhibition, actives largely listed as inhibitors; also: % is scaled to controls: 0 for no effect and ±100 for the full control effect; nearly all actives have a fitted effect of over 65% in size
#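 Rat TrxR1 (90 nM in the dispensed reagent) was pre-reduced with 400 uM NADPH for 5 min at room temperature, then incubated with compound for 15 min. After 400 uM selenite was added, NADPH fluorescence (Ex 340/Em 450 nm) was followed for 8 min.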
# 12-LOX inh: blocks human arachidonate 12S-lipoxygenase. purified 12hLO, xylenol orange hydroperoxide absorbance. Potency, µM (series often up to 108 µM), without a hit: at the top dose activity change, negative = inhibition, usual class: inhibitors. hit rate 1.1% among 580,000. AID 1671190; also: % is scaled to controls: 0 for no effect and ±100 for the full control effect
#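 Purified human 12hLO at 150 nM in 25 mM Hepes, 0.01% Triton X-100, pH 7.0, preincubated 15 min at room temperature with compound. Reaction started with 40 uM arachidonic acid, 30 min at room temperature. Hydroperoxide measured by Fe-xylenol orange, 573/405 nm absorbance ratio.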
# HP1b chromo inh: inhibitors of HP1-beta chromodomain binding to methylated histone tails; AlphaScreen HP1-beta / biotin-H3K9me3 peptide binding; Potency, µM (top dose mostly 114 µM), for the others: at the highest dose activity change, negative = inhibition, most hits filed as inhibitors; hit rate 0.56% among 390,000; also: nearly all actives have a fitted effect of over 70% in size; inactives centre near 23
# Target sequence (P83916 whole entry, looked up): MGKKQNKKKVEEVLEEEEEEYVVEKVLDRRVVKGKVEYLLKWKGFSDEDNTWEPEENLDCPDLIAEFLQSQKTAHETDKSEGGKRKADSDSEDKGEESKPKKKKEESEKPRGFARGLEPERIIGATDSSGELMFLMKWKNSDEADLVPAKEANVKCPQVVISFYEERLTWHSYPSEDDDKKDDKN
#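 AlphaScreen: HP1-beta (50 nM) preformed 30 min with biotin-H3(1-18)K9me3 peptide (50 nM) in PBS pH 7.4, 0.01% Tween-20. Compound added for 30 min at RT, then streptavidin donor/nickel chelate acceptor beads (10 ug/mL) for 30 min.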
# PGK inhibitor: T. brucei PGK inhibition | PGK/GAPDH coupled, Kinase-Glo luminescence, 60 min | Potency, µM (series often up to 57.5 µM), without a hit: top-dose activity change, negative = inhibition, usual class: inhibitors | hit rate 0.043% among 380,000 | AID 602233; also: % is scaled to controls: 0 for no effect and ±100 for the full control effect; nearly all actives have a fitted effect of over 60% in size
#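 Luminescent ATP detection (Kinase-Glo Plus) follows a 60-minute room-temperature incubation, with wells lacking PGK as controls. Buffer: 100 mM TEA (pH 7.6), 5 mM MgCl2, 0.01% Tween-20. Coupling enzyme GAPDH (100 nM final) supplies unstable 1,3-BPG in-well.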
# GLS inhibitor: inhibitors of human glutaminase (GLS). O94925. GLS enzymatic activity, qHTS titration. Potency, µM (top dose mostly 45.5 µM), inactives show at the top dose activity change, negative = inhibition, most hits filed as inhibitors. hit rate 0.21% among 410,000; also: % is scaled to controls: 0 for no effect and ±100 for the full control effect
# Target sequence (O94925 whole entry, looked up): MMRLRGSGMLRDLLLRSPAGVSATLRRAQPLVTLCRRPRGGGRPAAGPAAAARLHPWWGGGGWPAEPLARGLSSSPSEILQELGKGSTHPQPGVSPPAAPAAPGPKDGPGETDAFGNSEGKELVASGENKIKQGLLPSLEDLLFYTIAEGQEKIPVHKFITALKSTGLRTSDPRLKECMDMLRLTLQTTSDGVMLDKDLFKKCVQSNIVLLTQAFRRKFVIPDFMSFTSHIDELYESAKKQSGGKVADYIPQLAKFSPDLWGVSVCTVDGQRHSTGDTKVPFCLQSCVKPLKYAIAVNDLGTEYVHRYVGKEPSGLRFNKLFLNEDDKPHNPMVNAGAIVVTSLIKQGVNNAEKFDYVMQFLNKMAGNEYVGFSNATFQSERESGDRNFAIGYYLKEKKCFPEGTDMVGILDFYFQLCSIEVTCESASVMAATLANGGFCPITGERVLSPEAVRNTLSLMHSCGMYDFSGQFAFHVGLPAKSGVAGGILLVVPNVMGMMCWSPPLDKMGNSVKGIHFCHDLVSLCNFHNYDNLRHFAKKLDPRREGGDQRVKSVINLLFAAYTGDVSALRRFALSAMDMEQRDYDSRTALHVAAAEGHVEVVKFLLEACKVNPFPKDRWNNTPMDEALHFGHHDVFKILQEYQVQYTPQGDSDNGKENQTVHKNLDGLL
#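 hKGA in 45 mM KH2PO4 pH 8.2, 0.02% Tween-20 with pin-transferred compounds; 1 mM L-glutamine (stock) plus glutamate oxidase/HRP/Amplex Red coupling added. Fluorescence read initially and after 30 min at RT.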
# Pin1 inh: blocks the human prolyl isomerase Pin1; Potency, µM (doses to about 115 µM), for inactives: at the top dose activity, negative = inhibition, actives largely listed as inhibitors; hit rate 0.009% among 390,000; Q13526; Pin1 FP peptide displacement, HiFluor488, 10 min; active = well fitted inhibition curve with a large enough effect in the polarisation, with a control signal flat, not every such curve was filed as active; inconclusive = small, poorly fitted or top-dose-only effect, or effect the other way, or a change in a side signal; inactive = no such curve, though single readings can be large or run the other way; the % refers to the polarisation; also: % is scaled to controls: 0 for no effect and ±100 for the full control effect
# Target sequence (Q13526 whole entry, looked up): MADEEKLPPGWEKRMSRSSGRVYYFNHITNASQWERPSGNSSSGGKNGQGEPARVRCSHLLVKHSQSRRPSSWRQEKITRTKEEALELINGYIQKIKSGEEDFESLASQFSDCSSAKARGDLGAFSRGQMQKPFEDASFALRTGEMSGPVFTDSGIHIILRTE
# ERG Ets-DNA blk: blocks human ERG Ets domain binding to DNA; P11308; fluorescence polarization, His-ERG Ets domain / labelled DNA; Potency, µM (top dose mostly 76.9 µM), for inactives: top-dose FP activity, negative = inhibition, hits mostly inhibitors; hit rate 0.028% among 370,000; AID 624246; active = well fitted inhibition curve with a large enough effect in the polarisation, with a control signal flat; inconclusive = small, poorly fitted or top-dose-only effect, or effect the other way, or a change in a side signal; inactive = no such curve, though single readings can be large or run the other way; the % refers to the polarisation;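 also: polarization taken with two DNA probes labelled with fluorescein and Texas red; % of control where 0% means no effect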
#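 His-tagged ERG Ets domain (1 uM in the protein solution; 300mM KCl, 50mM Tris-HCl, 1mM EDTA, 1mM DTT, pH 7.5) received compound, then a probe mix of 5 nM fluorescein-DNA and 100nM Texas-615-DNA. Fluorescence polarization was read for both dyes.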
# RGS4 inhibitor: inhibitors of human regulator of G protein signaling 4; Transcreener GDP fluorescence polarization, RGS4-accelerated GTP hydrolysis; Potency, µM (top dose mostly 114 µM), for the others: at the top dose activity change, negative = inhibition, actives largely listed as inhibitors; hit rate 0.039% among 390,000; also: % is scaled to controls: 0 for no effect and ±100 for the full control effect; nearly all actives have a fitted effect of over 75% in size; some results filed as inactive show a strong effect at the top dose
#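 MLSMR compounds (23 nl, pin-transferred) preincubated 10 min at room temperature with a 500nM (2x) first reagent, then RGS4 at 900nM (2x) plus Transcreener GDP mix added; fluorescence polarization (620/688 nm) read before and after 90 min at 30 °C.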
# * = called active by the depositor; i = inactive; ? = inconclusive; · = no result given; & = joins results of further samples; [ ] = remark or other dose. Unless noted, calls follow the shape of the dose curve; as a rule, active = well fitted curve in the direction sought with a large enough effect; inconclusive = small, poorly fitted or top-dose-only effect, or another doubt; inactive = no such curve, though single readings can be large; an effect the other way counts as inactive or inconclusive. Potency is read from the fitted curve at half-maximal effect. Not all compounds are listed. The share of hits here may be higher or lower than overall.
# Screens in order: JMJD2A Tudor	TrxR1 inh	12-LOX inh	HP1b chromo inh	PGK inhibitor	GLS inhibitor	Pin1 inh	ERG Ets-DNA blk	RGS4 inhibitor
O=C(C1CCN(S(=O)(=O)c2ccccc2F)CC1)N1CCc2ccccc21
→ 2%	17%	191%[activator]	17%	6%	-2%	?	4%	-12%
Cc1cc(Cl)ccc1OC(C)C(=O)Nc1ccc(S(=O)(=O)N2CCOCC2)cc1 (stereo unspecified)
→ -16%	15%	156%[activator]	41%[activator]	-10%	-2%	29%	-10%	-49%
CCn1c2c(c(=O)n3ncc(C(=O)Nc4ccc(F)cc4Cl)c13)CN(Cc1ccc(OC)cc1)CC2
→ -34%	10%[57.1 µM]	?	19%[57 µM]	10%	-7%	1%	4%	-16%
COCCN(Cc1ccccc1)C(=O)c1c(C)nn(-c2ccccc2)c1C
→ -1%	9%	0%	46%[activator]	-6%	-19%	-3%	12%	-28%
Cc1ccc(S(=O)(=O)Nc2c(C)nn(C)c2C)cc1
→ 2%	13%	0%	36%[activator]	·	-1%	-2%	·	18%
O=C(CSc1nc(-c2cccs2)nc2cc(=O)[nH]n12)Nc1ccccc1F
→ ?	17%[57.1 µM]	11%	34%	-20%	-11%	?	-7%	-15%
COc1ccc(S(=O)(=O)Nc2ccc3c(c2)C(=O)N([C@H](C)CO)C[C@H](C)[C@@H](CN(C)C(=O)Nc2c(C)noc2C)O3)cc1
→ -12%	-24%[57.1 µM]	-15%	37%	i	-1%	-3%	1%	2%
CCSc1ncc(Cl)c(C(=O)N(Cc2ccccc2Cl)C2CCS(=O)(=O)C2)n1 (stereo unspecified)
→ -24%	12%	-18%	29%	-2%	-1%	5%	-1%	-1%
NNC(=O)c1snnc1-c1ccccc1
→ -21%	17%[11.4 µM]	7%	23%	2%	-22%	-10%	-4%	-6%
Cn1c(=O)c(=O)n(C)c2cc(N3CCCC3)c(NC(=O)c3ccc(C(C)(C)C)cc3)cc21
→ -30%	?	-20%	2%	-27%	-5%	0%	3%	9%
Cn1c(=O)c(C(=O)COc2ccc(C#N)cc2)c(N)n(Cc2ccccc2)c1=O
→ -19%	8%	-11%	28%	-4%	4%	20%	18%	-7%
O=C(N/N=C/c1ccccn1)c1cc(-c2ccc(Br)s2)[nH]n1
→ -30%	28%[57.1 µM]	0%	-1%	-3%	4%	4%	9%	-16%
CCc1ccccc1NC(=O)Cn1c(=O)n(Cc2ccccc2)c(=O)c2c(C)c(C(=O)N(C)C)sc21
→ -5%	15%[57.1 µM]	-24%	39%	-6%	4%	-2%	1%	-31%
O=C(Cn1c(-c2cccs2)cc2ccccc21)N1CCN(c2ccccc2F)CC1
→ -19%	28%	-24%	41%[activator]	i	4%	14%	6%	-1%
O=C(CCc1ccccc1)Nc1cc(C(=O)O)cc(C(=O)O)c1
→ 12%	5%[57.1 µM]	?	40%[activator]	5%	-11%	0%	-3%	-40%
CC(C)(C)CC(=O)Nc1cc(S(=O)(=O)N2CCOCC2)ccc1N1CCCC1
→ -2%	-2%	-16%	18%	-4%	0%	-5%	-2%	-40%
CCOc1ccc(Cl)cc1/C=N/NC(N)=O
→ -10%	7%	10%	40%[activator]	8%	-8%	9%	-1%	-13%
Cc1ccc2nc(Cl)c(/C=N/Nc3ccc(C(=O)O)cc3)cc2c1
→ -25%	10%	?	32%	-4%	?	-8%	14%	-12%
CCCCn1c(-c2cccc(Br)c2)nc2cc3[nH]c(=O)c(C(C)C)nc3cc21
→ -9%	-9%	13%	66%[activator]	-4%	7%	21%	0%	-14%
COc1ccc(Cl)cc1NC(=O)NCC1CCN(Cc2ccccc2F)CC1
→ -27%&-9%	20%&10%	?	17%&21%	0%	-23%&2%	-6%&-1%	6%&2%	-1%&-9%
Cc1ccc(OCC(=O)N2CC3(C)CC2CC(C)(C)C3)cc1 (stereo unspecified)
→ 0%	9%	0%	61%[activator]	1%	-10%	-3%	-6%	-8%
NC(=O)NOCc1ccccc1F
→ -1%	2%[57.1 µM]	-5%	33%	i	0%	0%	-6%	-4%
CCC(C)c1ccccc1NC(=O)C(C)Sc1n[nH]c(N)n1 (stereo unspecified)
→ -5%	18%	-1%	58%[activator]	-6%	27%	1%	7%	-21%
O=S1(=O)CCC(NC2CCCC2)C1 (stereo unspecified)
→ -5%	2%[57.1 µM]	66%[activator]	11%	-8%	9%	-1%	23%	14%
FC(F)(F)c1nc(Sc2ncccc2C(F)(F)F)n[nH]1
→ -20%	2%	14%	32%[activator]	0%	-2%	6%	-11%	-10%
CNC(=O)c1sc(-c2ccccn2)nc1C
→ -6%	21%[57.1 µM]	0%	27%	-15%	1%	-5%	1%	-22%
Cn1nc(CC(=O)Nc2ncc(Br)s2)c2ccccc2c1=O
→ 4%	8%[57.1 µM]	13%	25%	-11%	-3%	11%	1%	-2%
CN1CCN(C2CCN(Cc3ccc(O)c4ncccc34)CC2)CC1
→ 45µM*	?	?	-6%	i	6%	-4%	·	-3%
CNC(=O)NC(=O)C(C)OC(=O)c1oc2ccccc2c1CSc1ccc(Cl)cc1 (stereo unspecified)
→ 80%[activator]	9%	-4%	127%[activator]	i	-20%	3%	-10%	7%
CCc1cccc(C)c1NC(=O)CN(C)C1=NS(=O)(=O)c2ccccc21
→ -11%	23%	?	37%	0%	10%	-1%	1%	33%
CCOc1ccc(CCNC(=O)CCn2ccc3cc(S(=O)(=O)N4CCCC4)ccc32)cc1
→ -36%	28%[57.1 µM]	4%	-9%	-10%	-3%	0%	0%	-21%[56.9 µM]
O=C(O)CCc1nc2ccccc2n(CCc2ccccc2)c1=O
→ 0%	-16%	447%[activator]	26%	5%	4%	0%	0%	10%
Cc1ccc2c(C)nc(Nc3nc(CSc4nc5ccccc5s4)cc(=O)[nH]3)nc2c1
→ -9%	23%	8%	18%[57 µM]	-11%	-4%	15%	1%	5%
CCOc1ccc(-n2c(SCC(=O)N3CCCCC3)nc3c([nH]c4ccccc43)c2=O)cc1
→ -1%	28%[57.1 µM]	-14%	23%[57 µM]	-9%	-15%	2%	9%	-11%
COc1ccc(-n2c(C)nc3sc4c(c3c2=O)CCC4)cc1
→ 3%[11.4 µM]	6%[57.1 µM]	-9%	-24%	5%	4%	2%	12%	?
COc1ccc(OCC(O)CN2CCOCC2)cc1 (stereo unspecified)
→ 7%	13%	10%	13%	-2%	-2%	6%	9%	-27%
Nc1nc2ccc(Cl)cc2[nH]1
→ -7%	5%	-5%	22%	i	14%	7%	2%	10%
Cc1ccc(NNC(=O)C(=O)N2CCCCC2)cc1
→ -10%	-7%	?	15%	-2%	29%	1%	-5%	-1%
COc1cccc(C(c2sc3nc(C)nn3c2O)N2CCc3ccccc3C2)c1 (stereo unspecified)
→ 20µM*	0%[57.1 µM]	32µM*	50µM*	-7%	0%	-1%	6%	-34%
CSc1ccccc1OCc1cc(C(=O)NCCn2nc(C)cc2C)no1
→ -15%	-3%	0%	6%	-4%	7%	2%	5%	32%
CC(=O)c1ccc(S(=O)(=O)N2CCN(C(=O)CSc3ccc(F)cc3)CC2)cc1
→ -2%	-4%	4%	44%[activator]	-3%	0%	6%	8%	-21%
CCOC(=O)c1c(C)[nH]c(C(=O)N(C)Cc2cccc(OC)c2OC)c1C
→ -28%	16%	12%	-9%	-6%	12%	1%	-2%	4%
CCN(CC)CCC(c1cc(OC)c(OC)c(OC)c1)c1c(OC)cc(OC)c2c(-c3ccccc3)cc(=O)oc12 (stereo unspecified)
→ -32%&-31%	-3%	-7%	21%&32%	0%	-2%	-4%&-8%	6%	-12%&4%
c1ccc(-c2oc3ncnc(NCCN4CCOCC4)c3c2-c2ccccc2)cc1
→ -34%	-13%	-20%[57.4 µM]	4%	6%[11.5 µM]	2%	5%	·	3%
CCOc1cc2c(cc1OCC)C(c1c(F)cccc1Cl)CC(=O)N2 (stereo unspecified)
→ -20%	-6%	-16%	14%	2%	4%	1%	1%	27%
CC(Oc1ccc(Cl)cc1)/C(N)=N/O (stereo unspecified)
→ -4%	10%[57.1 µM]	-13%	25%	-3%	0%	6%	-7%	21%
Cc1ccc(CCNC(=O)NCc2noc3ccc(C)cc23)cc1
→ -9%	18%	-1%	28%	1%	2%	-5%	-12%	0%
O=c1c(S(=O)(=O)c2ccccc2)cn(Cc2ccccc2)c2cc(N3CCCC3)c(F)cc12
→ 1%	-9%	-6%	31%	-9%	-1%	-6%	1%	-1%
CCn1c(C)cc(C)c(C#N)c1=O
→ -1%	22%	0%	21%	-6%	10%	3%	2%	25%
COc1ccc(N(CC(=O)N/N=C/c2ccc(OC)c(OC)c2)S(=O)(=O)c2ccccc2)cc1
→ -23%	9%	5%	28%	-7%	-2%	8%	1%	-2%
Brc1ccc(Br)c2cnccc12
→ -1%	-6%[57.1 µM]	2%	54%	i	6%	1%	6%	-24%
CCCc1nc2ccccc2c(C(=O)OCc2nnc(-c3cc(OC)c(OC)c(OC)c3)o2)c1CC
→ -15%	11%	2%	43%[activator]	1%	3%	51%[activator]	-1%	-24%
C=CCN(c1ccccc1)S(=O)(=O)c1cccc(C(=O)NCC(c2ccccc2OC)N2CCCC2)c1 (stereo unspecified)
→ -26%	21%[57.1 µM]	-10%	11%	-1%	-26%	2%	-1%	-10%

# Source: PubChem BioAssay (National Center for Advancing Translational Sciences (NCATS))
